Assay outcomes (PubChem BioAssay)
NOD2 inhibition – NOD2 signaling inhibitors, cell-based, luminescence, uHTS, HEK293 (AID 1566). HEK293 NOD2/NF-kB luciferase reporter, luminescence; higher % means a stronger effect. one-dose inhibition, % at 4 µM; EC50 in µM for titrated hits. 290,000 tested, 0.63% active; in the data active means inhibition above about 50%; further: many of its hits are not listed in these tables
NOD1 NF-kB reporter – inhibition of NOD1-driven NF-kB reporter – cell-based, luminescence, uHTS, primary screen (AID 1578); NOD1-driven NF-kB luciferase reporter cells, luminescence; higher % means a stronger effect; inhibition, % at 4 µM; hits with a dose series show EC50 in µM; 290,000 tested, 1% active; in the data active means inhibition mostly above about 36%, no sharp cut-off; inactive means mostly below about 34%;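 further: HEK-293T reporter cells stimulated with the NOD1 agonist gamma-tri-DAP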
P. falciparum M17LAP – P. falciparum M17LAP inhibitors, primary screen, biochemical, fluorogenic H-Leu-NHMec substrate, 1536-well (AID 1619); recombinant M17LAP, H-Leu-NHMec fluorogenic kinetic assay; higher % means a stronger effect; inhibition, % at 30 µM; hits with a dose series show IC50 in µM; 220,000 tested, 0.38% active;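 active means compound inhibiting the enzyme by more than half at any dose during confirmatory dose-response retesting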;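 further: plate controls were full reaction with DMSO carrier for no effect and no enzyme background for full effect; strong numbers were not always called active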
MT stabilizer – microtubule stabilizers in HeLa cells; 200,000 tested, 0.83% active; HeLa tubulin immunostaining HCS, 24 h; share of cells brighter than vehicle mean+2SD; % tubulin-high responders, % at 10 µM; AID 2205;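 active means plate Z-score above 3 for both tubulin-high and condensed-nucleus cell shares, with cell loss under 80%, at 10 µM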;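 further: anti alpha tubulin signal scored within the nucleus-defined area of each cell; some results filed as inactive read as strong as hits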
Autophagy mod – alters autophagy in cells | MEF GFP-LC3 puncta imaging; test concentration mostly 10 µM | calls only at 10 µM (by protocol) | 190,000 tested, 0.98% active | AID 463193;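 active means percentage of spot-positive cells more than 3 SD above its plate mean, without a fluorescence outlier flag or 80% toxicity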;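 further: spot-positive cell cutoff set from DMSO-treated cells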
Dynein transport – blocks dynein driven cargo transport along microtubules; 220,000 tested, 0.47% active; 3617.4 mouse cells, GR-EGFP nuclear translocation imaging; test concentration mostly 20 µM; stimulated with dexamethasone, 1 µM; stronger effect = lower value; z-score, hits read low;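 active means plate z-score of nuclear minus cytoplasmic receptor signal below a set negative limit, without overly bright fluorescence or cell loss, cut at about -3.5 in these data, passing the limit was not always enough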;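 further: z-score of nuclear minus cytoplasmic ring GR-EGFP intensity difference per well; some compounds called inactive have numbers as strong as hits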
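Buffer or medium: tet-free medium with charcoal-stripped serum / Also added: dexamethasone agonist, 1.0 µM final, for 30 min / Timing: induction 48 h, compound 1 h, agonist 30 min / Measured by: high-content fluorescence imaging after fixation / Read-out: nuclear-to-cytoplasmic GR-EGFP distribution per well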
Yfh1-depleted yeast – enhancers of respiration in Yfh1-depleted yeast, dose response, Friedreich's ataxia, plus single-dose screen (AID 1465); fold induction at 50 µM, or EC50 in µM where a hit was titrated; S. cerevisiae Yfh1-off respiration, WST-1 reduction, 72 h; higher fold induction means a stronger effect; 220,000 tested, 0.074% active;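 active means fold induction of absorbance versus untreated yeast above a set limit, then at least 30% activation at any dose in follow-up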;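 further: activators that raise dye reduction in frataxin-depleted yeast; strong numbers were not always called active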
Insulin prom up – MIN6 insulin promoter up-regulation. z-score at 5 µM. AID 1625. 190,000 tested, 0.3% active. MIN6 insulin promoter-GFP reporter, high-content imaging; stronger effect = higher value;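 active means z-score above 3 at 5 µM with at least 500 cells counted in the well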
bCat nuc transl – alters nuclear translocation of beta-catenin in HeLa cells | AID 1665 | nuclear translocation activity, % at 5 µM | immunofluorescence imaging | 190,000 tested, 0.3% active;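 active means nuclear translocation activity above 50% at 5 µM, with a well cell count of 50 or more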;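 further: per-cell ratio of nuclear to cytoplasmic median beta-catenin stain intensity; plate controls were DMSO negative control for no effect and GSK-3 inhibitor IX positive control for full effect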
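System: Human HeLa cells, endogenous beta-catenin | Compound dosing: 5 µM primary, 0.02–20 µM confirmation | Timing: 24 h compound exposure at 37°C, 5% CO2 | Measured by: Fluorescence imaging of beta-catenin antibody stain plus DAPI | Read-out basis: % activation of per-cell nuclear versus cytoplasmic median beta-catenin signal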
Dynein transport cytoplasmic EGFP – further read-out of Dynein transport, marked with its call; z-score; measured here: cytoplasmic GR-EGFP intensity; stronger effect = higher value
Dynein transport nuclear GR-EGFP – recorded beside Dynein transport, whose call it bears; z-score; measured here: nuclear GR-EGFP intensity;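 lower value marks the stronger effect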
Dynein transport cell count – second read-out of Dynein transport, no call of its own (marks repeat the call); z-score; measured here: cell count per field
Insulin prom up cell count – further read-out of Insulin prom up, marked with its call; cell count; measured here: cytotoxicity, nuclei count;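 total cells summed across four imaged fields per well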
bCat nuc transl cell count 5 µM – recorded beside bCat nuc transl, whose call it bears; cell count; measured here: cell count, cytotoxicity flag
MT stabilizer Hoechst-high % – recorded beside MT stabilizer, whose call it bears; % Hoechst-high responders; measured here: nuclear condensation Hoechst responders;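 share of cells brighter than vehicle mean plus two SD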
MT stabilizer cytotoxicity % – recorded beside MT stabilizer, whose call it bears; toxicity, %; measured here: cytotoxicity by cell density;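 0% = mean cell density of plate MIN control wells and 100% = no cells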
Autophagy mod cell loss 18 h – further read-out of Autophagy mod, marked with its call; toxicity, %; measured here: cell loss, nuclei count;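 cell loss after 18 h compound exposure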
Active calls of the source: *; i = inactive; · = not tested or not shown. Only part of the results is shown, so the mix of outcomes need not match the whole.

SMILES	NOD2 inhibition	NOD1 NF-kB reporter	P. falciparum M17LAP	MT stabilizer	MT stabilizer Hoechst-high %	MT stabilizer cytotoxicity %	Autophagy mod	Autophagy mod cell loss 18 h	Dynein transport	Dynein transport cytoplasmic EGFP	Dynein transport nuclear GR-EGFP	Dynein transport cell count	Yfh1-depleted yeast	Insulin prom up	Insulin prom up cell count	bCat nuc transl	bCat nuc transl cell count 5 µM
Cc1ccc(CN2CCNC(=O)C2CC(=O)O)cc1 (stereo not given)	-6%	-24%	3%	5.7	2.9	6.8	i	2	0.59	-0.15	0.62	-0.47	i	0.49	1495	-0.4	1050
O=C(COC(=O)C1CSC2(c3ccc(F)cc3)CCC(=O)N12)NC(=O)NC1CCCC1 (stereo not given)	-1%	-7%	5%	3.4	2.8	6.7	i	-4	-0.68	-0.27	-0.037	0.17	i	0.01	1612	1.0	1001
COc1ccc(NS(=O)(=O)c2cccc(NC(=O)c3ccccn3)c2)cc1	20%	12%	-1%	·	·	·	·	·	1.1	-0.25	0.5	-0.58	i	-0.09	1416	0.3	1094
Cc1cc(C)nc(SCc2ccc(C(=O)N/N=C/c3ccc(C(=O)O)cc3)cc2)n1	-1%	-18%	2%	3.1	3.2	8.4	i	-7	0.43	-0.29	-0.31	-0.89	i	0.69	1277	-0.9	1088
Cc1ccc(NC(=O)CNc2ccc(Cl)cc2F)cc1	-5%	-26%	-3%	5.7	2.0	11	i	-2	-0.41	-0.23	-0.15	0.037	i	0.02	1570	-0.5	1149
COc1ccccc1C(=O)Nc1cccc(SC)c1	-26%	-52%	13%	3.5	2.1	8.4	i	-9	0.33	-0.21	0.63	0.11	i	·	·	0.1	497
O=C(Nc1ccc(NC(=O)c2ccccc2O)cc1)Nc1ccc(F)cc1F	16%	1%	4%	·	·	·	·	·	-1.4	-0.089	-0.03	1.3	i	-0.77	1035	0.5	1336
CC(=O)Nc1c(NC(=O)CC#N)[nH]c2c(c1=O)c(=O)n(C)c(=O)n2C	1%	-15%	-5%	1.0	0.8	1.9	i	2	0.25	-0.1	0.091	-0.52	i	·	·	0.3	1007
Cc1cccc(NC(=O)c2ccc(C3SCC(=O)N3CCc3ccccc3)cc2)c1C (stereo not given)	-20%	14%	-6%	2.4	1.2	6.5	i	-4	0.46	-0.21	0.74	0.68	i	0.21	791	-2.9	1106
COC(=O)c1cc2c(=O)n3ccccc3nc2n(Cc2cccnc2)c1=N	·	·	·	2.9	1.4	8.3	i	-7	0.15	-0.2	0.25	1.4	i	·	·	·	·
CC(=O)N1c2ccccc2C2(O)N=C(C)SC12 (stereo not given)	19%	66%*	11%	1.1	1.0	5.2	i	-12	-1.4	0.12	-0.42	-1.4	i	0.21	1106	-2.6	506
COc1ccc(-c2nnc(NC(=O)c3ccc(S(=O)(=O)N4COCC4(C)C)cc3)o2)cc1	11%	-2%	16%	3.8	2.2	2.1	i	-10	-0.3	-0.22	-0.024	0.71	·	-0.58	1257	-1.5	1358
CN(C)C=Nc1nonc1-c1ccc(Cl)cc1	8%	-6%	3%	·	·	·	·	·	-0.17	-0.22	-0.058	0.16	i	-0.13	1396	-2.9	1161
Cc1ccc(O)c(Sc2cc(C)ccc2O)c1	4%	-6%	3%	2.9	1.3	4.8	i	-7	-4.6	0.32	-2.4	-4.2	i	0.2	1176	2.6	818
Cc1cccc(C)c1N1CCN(c2n[nH]c(N)n2)CC1	25%	10%	7%	2.0	1.9	5.7	i	8	-1.5	-0.29	-0.64	1.4	i	-0.26	1530	1.0	1444
Cc1cc(=O)oc2cc(OCC(O)CN3CCN(c4ccccc4)CC3)ccc12 (stereo not given)	5%	·	1%	1.4	2.0	6.8	i	9	0.08	-0.22	0.036	0.55	·	-0.38	991	2.6	1427
O=C(NCc1cccs1)c1cc(C2CC2)on1	3%	-11%	10%	5.8	1.5	8.0	·	·	-0.98	-0.21	-0.48	0.047	i	-0.13	1910	-4.2	1117
COc1ccc(NC(=O)Nc2ccc(Cc3ccncc3)cc2)c(OC)c1	-28%	-44%	13%	2.6	2.7	6.2	i	-39	-0.69	-0.29	0.43	0.26	i	·	·	0.0	976
COC(=O)c1ccc(COC(=O)Cc2n[nH]c(=O)c3ccccc23)cc1	5%	-11%	-3%	7.1	3.0	4.7	i	-9	1.7	-0.14	1.5	-2.7	i	0.3	1337	-5.5	1032
CC(C)CCNC(=O)/C=C/c1ccc(Br)cc1	-26%	-33%	10%	3.6	2.7	1.3	i	19	1.9	-0.19	2.1	-1.3	i	0.01	1262	-2.2	603
CC(C)OC(=S)N/C(=N\S(=O)(=O)c1ccccc1)c1ccccc1	14%	-11%	6%	3.7	1.5	6.4	i	-26	-0.3	-0.23	-0.33	0.8	i	0.35	1667	-0.6	1031
CCOc1ccc(C)cc1S(=O)(=O)NC1CCCCC1	-18%	-15%	13%	3.2	0.6	77	i	-2	-0.29	-0.24	0.099	-0.27	i	0.08	1265	2.0	1056
Nc1c(C(=O)Nc2ccccc2)sc2nc(-c3ccco3)ccc12	-24%	-30%	-26%	3.4	2.8	11	i	24	-0.13	0.055	-0.099	-0.25	i	0.73	1391	-2.2	958
CCN1CCN(S(=O)(=O)c2cccc(S(=O)(=O)N3CCOCC3)c2)CC1	2%	-33%	·	1.7	1.4	9.9	i	-17	0.16	-0.25	0.53	-0.14	i	0.48	1448	0.8	967
O=C1c2ccccc2C(Nc2ccc(S(=O)(=O)N3CCOCC3)cc2)N1c1cccnc1 (stereo not given)	-8%	-2%	9%	1.9	2.9	6.3	i	13	0.73	0.1	0.6	-0.9	i	-1	922	·	·
CCCSc1nc2c(cnn2-c2ccc(C)c(C)c2)c(=O)[nH]1	4%	-21%	6%	7.1	1.8	6.8	i	6	0.016	1.1	0.55	0.17	i	-1.9	1100	·	·
CCCOc1ccc(-c2cn3ccccc3n2)cc1[N+](=O)[O-]	-61%	58%	-8%	3.7	2.0	7.8	i	2	-0.42	-0.24	-0.2	0.66	i	1.6	1203	-2.3	566
COC(=O)c1c(NC(=O)CSc2nnnn2-c2ccccc2)sc2c1CCC(C)C2 (stereo not given)	0%	8%	17%	5.1	5.7	7.1	i	-5	-0.56	-0.27	-0.087	0.4	i	-0.64	1745	-0.7	1318
O=C(Nc1ccccc1C(=O)N1CCCC1)c1ccccc1	14%	-26%	3%	3.4	2.0	0.8	i	-3	-0.4	-0.2	-0.16	0.33	i	0.15	1235	1.1	1084
NC(=S)N/N=C/C=C/c1ccccc1	-3%	-19%	26%	7.0	2.9	1.6	i	4	0.18	-0.18	0.0094	-0.35	i	·	·	-0.8	867
O=c1c2c3c(sc2ncn1/N=C/c1ccco1)CCCC3	0%	-37%	14%	6.2	5.4	1.0	i	6	-1.3	-0.32	-0.66	1.2	i	-1.7	1374	-2.8	1250
COC(=O)c1cc(OC)c(OC)cc1NC(=O)C1CCCO1 (stereo not given)	8%	-14%	2%	4.8	2.6	0.8	i	-7	-0.99	-0.27	0.16	0.66	i	1.4	1130	-0.8	1186
COc1cccc(Nc2nc(N)nc(-c3oc4ccccc4c3C)n2)c1	-114%	-6%	3%	9.5	33	32	i	34	0.99	0.14	0.42	-1.6	i	·	·	·	·
O=C1C2CC=CCC2C(=O)N1Cc1ccccc1 (stereo not given)	7%	-10%	6%	4.6	2.5	9.0	i	8	0.88	-0.23	0.79	-0.22	i	·	·	4.9	421
O=C(NCc1ccco1)c1noc2c1CCCCC2	-14%	·	7%	3.2	0.9	1.3	i	1	0.57	-0.24	0.68	0.3	i	0.63	1856	-0.5	1070
COc1ccc2c(c1)c(=O)oc1cc(OCC(=O)N3CCCC(C)C3)ccc12 (stereo not given)	-8%	-32%	-40%	1.8	0.2	53	i	10	-0.5	-0.13	0.09	0.1	i	0.53	1198	-1.5	1058
CC(C)N1C(=O)CCC1C(=O)NCc1ccccc1Cl (stereo not given)	-10%	-37%	-11%	4.8	1.9	6.9	i	-4	-0.4	-0.22	0.44	0.25	·	0.25	1355	-0.4	563
O=C(Nc1ccc2nc(C3CC3)n(Cc3ccccc3)c(=O)c2c1)C1CC1	-56%	-7%	4%	·	·	·	·	·	-1	-0.27	-0.13	2.3	i	1.1	906	-0.8	1287
